Screening data (PubChem)
BH1578 lux ind = induces V. cholerae light production without autoinducers; V. cholerae BH1578 lux reporter, luminescence, 6 h; activation, % at 18.7 µM; 0.16% of 350,000 active; AID 588436; in the data active = activation mostly above about 9.7%, no sharp cut-off; note: not every result past the cut was called active; inactives centre near 0; reference of the scale not given here
PrPC surface inh = reduces human prion protein on the cell surface. P04156. cell surface PrPC, TR-FRET read-out. inhibition, % at 13.8 µM. 0.43% of 370,000 active. AID 720596; in the data active = inhibition above about 24%; note: 0% = median of the test wells and 100% = reference compound wells
Rv3671c protease = inhibitors of M. tuberculosis serine protease Rv3671c; P9WHR9; inhibition, % at 5.96 µM; 0.048% of 320,000 active; AID 2606; in the data active = inhibition above about 38%;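 note: extracellular domain of Rv3671c used as enzyme; 0% = enzyme with DMSO and 100% = no enzyme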
Target sequence (P9WHR9 whole entry, looked up, the tested form may be a part): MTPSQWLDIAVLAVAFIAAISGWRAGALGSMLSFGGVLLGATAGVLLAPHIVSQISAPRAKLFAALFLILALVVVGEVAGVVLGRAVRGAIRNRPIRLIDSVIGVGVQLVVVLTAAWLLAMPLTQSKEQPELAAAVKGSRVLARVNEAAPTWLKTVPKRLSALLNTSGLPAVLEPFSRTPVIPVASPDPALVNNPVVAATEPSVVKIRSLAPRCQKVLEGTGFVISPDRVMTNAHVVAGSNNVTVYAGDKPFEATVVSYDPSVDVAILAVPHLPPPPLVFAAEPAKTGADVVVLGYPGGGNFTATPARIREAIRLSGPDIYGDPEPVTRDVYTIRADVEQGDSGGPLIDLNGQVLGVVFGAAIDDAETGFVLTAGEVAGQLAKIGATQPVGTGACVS
MazEF act = increases E. coli MazEF RNase cleavage of RNA; FAM/BHQ RNA-DNA oligo cleavage fluorescence, 5 h; activation, % at 20 µM; 0.32% of 350,000 active; P0AE70; in the data active = activation above about 50%
Target sequence (P0AE70 whole entry, looked up): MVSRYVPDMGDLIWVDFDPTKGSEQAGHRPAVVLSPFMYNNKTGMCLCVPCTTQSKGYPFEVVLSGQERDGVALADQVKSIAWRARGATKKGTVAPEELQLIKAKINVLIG
DUSP3 inh = inhibitors of human VHR1 phosphatase (DUSP3) | P51452 | recombinant VHR phosphatase, pNPP absorbance | inhibition, % at 13.3 µM | 0.52% of 290,000 active | AID 1654; in the data active = inhibition above about 50%; note: some compounds called inactive have numbers as strong as hits
Target sequence (P51452 whole entry, looked up): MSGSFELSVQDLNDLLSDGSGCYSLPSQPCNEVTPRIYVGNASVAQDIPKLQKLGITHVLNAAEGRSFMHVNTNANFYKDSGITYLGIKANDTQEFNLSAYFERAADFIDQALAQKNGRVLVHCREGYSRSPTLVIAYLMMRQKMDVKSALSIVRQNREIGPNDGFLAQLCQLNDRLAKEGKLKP
Yp Topo-I inh = Y. pestis Topo-I inhibition via cleavage products. Y. pestis Topo-I cleavage product accumulation, plate reader. activity, % at 10 µM. 0.064% of 360,000 active; in the data active = activity above about 50%, passing the limit was not always enough; note: inactives centre near 2
CCHFV vOTU inh = blocks the CCHF virus ovarian tumor domain protease; 0.55% of 370,000 active; inhibition, % at 11.5 µM; CCHFV vOTU protease, Pep-AMC fluorescence; in the data active = inhibition above about 30%; note: 0% = vehicle wells with enzyme and 100% = no enzyme wells
TcdB inh = inhibitors of Clostridioides difficile toxin B glycohydrolase | P18177 | TcdB glycohydrolase enzymatic assay, plate reader | inhibition, % at 9.99 µM | 0.24% of 350,000 active; in the data active = inhibition above about 10%
SSB-PriA inh = inhibitors of Klebsiella pneumoniae PriA binding to SSB C-terminal tail; 0.6% of 430,000 active; AlphaScreen SSBct-PriA binding, biotinylated peptide; AID 1272365; inhibition, % at 33 µM; in the data active = inhibition mostly above about 37%, no sharp cut-off; inactive = mostly below about 20%;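 note: plate controls were negative control peptide for no effect and reference peptide for full effect; strong numbers were not always called active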
SARS 3CLpro inh = SARS-CoV 3CLpro protease inhibition. P0C6X7. recombinant SARS-CoV 3CLpro, quenched FRET peptide cleavage. inhibition, % at 6 µM. 0.14% of 290,000 active; in the data active = inhibition above about 12%
Numbers without * were called inactive; i = inactive; x = not tested or not shown. A portion of the library, so the mix of outcomes need not match the whole.

item	molecule	MazEF act	CCHFV vOTU inh	PrPC surface inh	BH1578 lux ind	Rv3671c protease
1	CCOC(=O)c1ccc(NS(=O)(=O)c2c(C)nc3sccn3c2=O)cc1	0	4	6	-0.2	-6
2	Cc1ccc2occ(CN3CCN(c4ccccc4)CC3)c(=O)c2c1	4	0	2	-0.4	1
3	Cc1nc2nc(-c3ccccc3)nn2c(C)c1C	-2	-4	5	-0.5	5
4	Oc1ccc(-n2nnnc2SCc2c(F)cccc2Cl)cc1	0	2	-2	-0.4	x
5	CCOc1ccc(CN(Cc2ccco2)C(c2cccs2)c2nnnn2C(C)(C)C)cc1 (configuration not stated)	-9	11	5	i	-16
6	CN(CC(=O)Nc1ccccc1Cl)C(=O)COC(=O)C1=COCCO1	-1	-2	3	i	-6
7	O=C(CCc1ccccc1)N/N=C\c1cc2c(cc1Br)OCO2	6	6	6	i	-3
8	CC1CCC/C(=C\Nc2ccc(C(=O)O)cc2)C1=O (configuration not stated)	2	-10	5	-0.4	1
9	O=C(Cn1nc(-c2ccccc2)ccc1=O)NCC1CCCO1 (configuration not stated)	5	-2	-4	-0.2	-5
10	CN(C)c1ccc(-n2cc3c(=O)n(C)c(=O)n(C)c3c2)cc1	2	2	8	i	0
11	COc1ccc(C(=O)C(C)OC(=O)CCN2C(=O)C3CC=CCC3C2=O)cc1 (configuration not stated)	-3	4	4	-1.3	3
12	CCc1nnc2sc(-c3ccc(NC(=O)c4ccco4)cc3)nn12	1	4	-2	-1.8	1
13	CC(C)OC(=O)c1c(N)sc2c1CCCC2	-2	7	-3	1.0	0
14	COc1ccccc1N1CCN(c2cc(N3CCCC3)nc(C)n2)CC1	6	5	1	-1.7	1
15	CCCC1(C)C(C#N)C(=O)NC(=O)C1C#N (configuration not stated)	2	9	8	i	x

item	SSB-PriA inh	TcdB inh	SARS 3CLpro inh	Yp Topo-I inh	DUSP3 inh
1	-8	-0.4	-1	-2	21
2	-5	x	-9	15	13
3	-2	0.6	x	1	x
4	-1	0.6	2	10	-5
5	-20	x	2	3	-24
6	-12	0.7	x	4	x
7	x	-1.4	3	18	19
8	x	0.4	-2	-5	-29
9	-17	x	0	-3	14
10	1	x	0	0	14
11	-10	1.7	x	3	x
12	-16	x	0	13	17
13	-3	x	-2	-4	x
14	4	x	4	19	-14
15	5	0.9	x	1	x

(more compounds)
item	molecule	MazEF act	CCHFV vOTU inh	PrPC surface inh	BH1578 lux ind	Rv3671c protease
16	CC(C)c1nnc(NC(=O)CCN2C(=O)c3ccccc3C2=O)s1	-6	-14	-1	i	3
17	Cc1c(NC(=O)c2ncn[nH]2)cccc1-c1nc2ccccc2s1	5	3	-2	-0.3	-7
18	COC(=O)C1CCN(C(=O)c2ccc3nc(-c4cccc(OC)c4)oc3c2)CC1	3	-1	-1	i	-4
19	COc1cccc(C(=O)NNC(=O)C(=O)Nc2cccc3ccccc23)c1	9	12	0	-0.2	0
20	CNc1cc(N2CCCCCC2)ccc1[N+](=O)[O-]	2	-4	-21	i	4
21	Cc1cc(-c2n[nH]c(=S)n2/N=C/C=C/c2ccccc2)n[nH]1	5	8	-11	-0.2	-4
22	COc1cc(OC)c(OC)cc1/C=C1\SC(N2CCCCC2)=NC1=O	-5	-7	-17	-0.4	2
23	CC1=C(C(=O)N2CCOCC2)C(c2ccc(C)cc2)NC(=S)N1 (configuration not stated)	3	-3	-6	-0.2	1
24	COc1ccc(S(=O)(=O)NCC(=O)NCc2cc(=O)n(C)c(=O)n2C)cc1	-7	4	4	i	-3
25	CCOC(=O)C1(C)CCN1C(=O)COc1ccc(C(C)(C)C)cc1 (configuration not stated)	x	1	6	i	x
26	Cc1ccccc1-c1cc(C(=O)NCc2ccco2)n(CC2CC(c3cccnc3)=NO2)n1 (configuration not stated)	1	9	4	0.8	-7
27	COc1ccccc1N1CCN(C(=O)c2ccc(CN3CCOCC3)cc2)CC1	0	-7	5	i	-1
28	COc1cccc(CNC(=O)C2CCCN(C(=O)c3ccc(Cl)cc3)C2)c1 (configuration not stated)	-2	16	7	i	5
29	O=CN1c2ccccc2CSc2ccccc21	8	1	-2	-0.4	2
30	CC(C)(C)C(=O)OC[N+](C)(C)CCOC(=O)C(O)(c1ccccc1)C1CCCC1 (configuration not stated)	-11	-17	-3	-0.2	1

item	SSB-PriA inh	TcdB inh	SARS 3CLpro inh	Yp Topo-I inh	DUSP3 inh
16	-25	x	-1	2	19
17	1	x	3	7	16
18	-13	1.9	4	24	18
19	-6	-0.3	-2	-4	3
20	27	x	5	13	19
21	x	x	4	-6	-8
22	-2	0.1	-1	14	14
23	-1	1.5	0	6	-8
24	-2	0.0	6	4	-6
25	x	0.6	x	13	x
26	-5	0.9	x	-2	x
27	-6	-1.3	2	13	26
28	-8	-0.9	x	9	x
29	-10	1.2	x	-2	x
30	1	0.4	3	-1	20

Next section:
item	molecule	MazEF act	CCHFV vOTU inh	PrPC surface inh	BH1578 lux ind	Rv3671c protease
31	CCc1c(C(C)O)oc2ccc3c(C)cc(=O)oc3c12 (configuration not stated)	x	-8	0	x	x
32	O=C(COC(=O)c1ccc(Cl)c(S(=O)(=O)N2CCCCC2)c1)NC1CCCCC1	9	-12	9	i	x
33	Cc1ccc(S(=O)(=O)N/N=C/c2ccc(OCC(=O)N3CCOCC3)cc2)cc1	13	-7	7	-0.2	0
34	Cc1c(C)n2c(SCC(=O)N3CC(C)OC(C)C3)nnc2[nH]c1=O (configuration not stated)	6	-3	0	-5.3	-2
35	O=C(c1cccc(S(=O)(=O)NCc2ccccc2)c1)N1CCCC(C(F)(F)F)C1 (configuration not stated)	2	-6	2	-0.2	1
36	COc1cc(/C=N/n2cnc3scc(-c4cccs4)c3c2=O)cc(OC)c1OC	5	-13	-1	-0.3	-2
37	O=C(COc1ccc2ccccc2c1)NCC1CCCO1 (configuration not stated)	-17	2	-5	-0.2	7
38	O=C(c1ccccc1)c1ccc(OCC(O)CN2CCCC2)cc1 (configuration not stated)	0	14	-4	i	14
39	Cc1ccc(/C=N/N2CCN(Cc3ccc(C)cc3)CC2)cc1	4	2	1	i	1
40	CCc1ccc(NC(=O)NNC(=O)c2ccc3ccccc3c2O)cc1	-1	-10	-5	i	x
41	CCOC(=O)c1c(C)c(C(=O)Nc2cc(F)ccc2F)c(C)n1C	-10	-15	-3	-0.4	-4
42	C[N+](C)(CC#Cc1ccccc1)CC(=O)c1ccc(Cl)cc1	4	0	3	0.0	4
43	CCOC(=O)c1c(C)[nH]c(N=Nc2ccc(C)cc2)c1C	1	9	3	i	-17
44	COc1ccc(OC)c2[nH]c(=O)c(CCNC(=O)C(C)(C)C)cc12	5	-1	3	-0.3	-5
45	CCC(C)(C)NC(=O)CN(C(=O)CCC(=O)Nc1nccs1)c1ccc2c(c1)OCO2	-6	12	3	1.5	4

item	SSB-PriA inh	TcdB inh	SARS 3CLpro inh	Yp Topo-I inh	DUSP3 inh
31	x	x	2	x	15
32	x	1.4	x	4	x
33	x	0.3	0	7	17
34	-7	-0.2	x	-2	x
35	-4	0.2	x	-4	x
36	x	0.6	-3	7	-4
37	-19	0.6	4	-6	3
38	-4	1.1	0	3	-4
39	i	1.3	-2	-1	26
40	-5	1.2	0	-2	11
41	-2	0.1	1	-4	13
42	-7	0.4	3	0	-2
43	24	x	1	12	3
44	-13	0.6	1	0	5
45	-14	-8.3	-3	6	34

New compounds follow.
item	molecule	MazEF act	CCHFV vOTU inh	PrPC surface inh	BH1578 lux ind	Rv3671c protease
46	CC1(c2nnc(-c3ccc(F)cc3)o2)CC(c2cccc(Cl)c2)=NO1 (configuration not stated)	7	9	-1	-0.4	2
47	Cc1cc(-c2nc3ncccc3o2)ccc1NC(=S)NC(=O)c1ccco1	-16	-15	-1	-0.5	1
48	Cc1ccnc(NC(=O)C2CCN(S(=O)(=O)c3cccc4nonc34)CC2)c1	4	2	-26	0.8	-2
49	CCOc1ccc(OCC)c(NC(=O)CN2CCN(C(=O)c3ccco3)CC2)c1	3	-1	-4	-0.2	11
50	CCOC(=O)c1cc(-c2ccc(N3CCOCC3)cc2)nn1-c1ccccc1C(=O)O	-10	-4	2	-0.3	-9
51	C/C(=N\NC(=O)CN1CCCCC1)c1ccccc1O	-3	-10	9	-1.2	-9
52	CC1CCCN(C(=O)c2ccc([N+](=O)[O-])o2)C1 (configuration not stated)	-5	20	-27	i	2
53	NC(=O)CC[C@H](NC(=O)c1ccc(Cl)cc1)C(=O)NNC(=O)COc1cccc(Br)c1	-4	-10	-2	i	4

item	SSB-PriA inh	TcdB inh	SARS 3CLpro inh	Yp Topo-I inh	DUSP3 inh
46	-3	1.0	x	-4	11
47	-3	-0.2	2	1	26
48	-4	x	-2	-1	8
49	-27	x	5	4	14
50	13	-0.3	4	4	2
51	x	5.2	2	3	53*
52	-22	1.2	-3	-3	19
53	-3	1.4	x	9	x

Sorted by number of heavy atoms (falling): some entries from above
item	molecule	MazEF act	CCHFV vOTU inh	PrPC surface inh	BH1578 lux ind	Rv3671c protease
50	CCOC(=O)c1cc(-c2ccc(N3CCOCC3)cc2)nn1-c1ccccc1C(=O)O	-10	-4	2	-0.3	-9
49	CCOc1ccc(OCC)c(NC(=O)CN2CCN(C(=O)c3ccco3)CC2)c1	3	-1	-4	-0.2	11
48	Cc1ccnc(NC(=O)C2CCN(S(=O)(=O)c3cccc4nonc34)CC2)c1	4	2	-26	0.8	-2
47	Cc1cc(-c2nc3ncccc3o2)ccc1NC(=S)NC(=O)c1ccco1	-16	-15	-1	-0.5	1
46	CC1(c2nnc(-c3ccc(F)cc3)o2)CC(c2cccc(Cl)c2)=NO1 (configuration not stated)	7	9	-1	-0.4	2
44	COc1ccc(OC)c2[nH]c(=O)c(CCNC(=O)C(C)(C)C)cc12	5	-1	3	-0.3	-5
42	C[N+](C)(CC#Cc1ccccc1)CC(=O)c1ccc(Cl)cc1	4	0	3	0.0	4
51	C/C(=N\NC(=O)CN1CCCCC1)c1ccccc1O	-3	-10	9	-1.2	-9
52	CC1CCCN(C(=O)c2ccc([N+](=O)[O-])o2)C1 (configuration not stated)	-5	20	-27	i	2

item	SSB-PriA inh	TcdB inh	SARS 3CLpro inh	Yp Topo-I inh	DUSP3 inh
50	13	-0.3	4	4	2
49	-27	x	5	4	14
48	-4	x	-2	-1	8
47	-3	-0.2	2	1	26
46	-3	1.0	x	-4	11
44	-13	0.6	1	0	5
42	-7	0.4	3	0	-2
51	x	5.2	2	3	53*
52	-22	1.2	-3	-3	19
